RNase H inhibition: RNase H inhibition, HIV 1 Gag Pol polyprotein, FRET biochemical assay, screening (AID 372). 0.77% of 100,000 active. inhibition, % at 10 µM, or IC50 in µM where a hit was titrated. HIV-1 RT RNase H, FRET RNA/DNA substrate fluorescence; higher % means a stronger effect; in the data active = inhibition above about 50%
Active calls of the source: *; & = joins results of further samples.

SMILES | RNase H inhibition
O=C(N/N=C/c1cccc(Cl)c1Cl)c1cccc(I)c1 | 11.0%
COc1ccc(O)c(C=Nc2ccc(C)cc2C)c1 | 20.0%
OCC(CO)C(c1ccccc1)c1ccccc1 | 19.0%
NNC(=O)Cn1c(-c2ccccn2)nc2ccccc21 | 5.0%
N#C/C(=C\c1ccc(-c2cccc(C(F)(F)F)c2)o1)c1ccc(Cl)cc1 | 28.0%
COc1ccc(N=C2SC(C(=O)O)CC(=O)N2C)cc1 (stereo not drawn) | 7.0%
O=C(NCc1ccc(F)cc1)c1ccc(Cl)c([N+](=O)[O-])c1 | 16.0%
Cc1ccc([N+](=O)[O-])cc1NC(=O)c1ccc(-c2ccccc2)cc1 | 7.0%
COc1cc2nc(-c3cccc(Br)c3)oc(=O)c2cc1OC | 34.0%
COc1cc(Br)c(CNc2ccc(Br)c(C)c2)cc1OC | 11.0%
COc1ccccc1NC(=O)/C=C/c1ccccc1Cl | 26.0%
Clc1ccc(OCCOCCN2CCCC2)c2ccccc12 | 8.0%
CCOC(=O)C1=C(O)/C(=C/c2ccc(Cl)cc2Cl)SC1=Nc1ccccc1 | 22.0%
Cc1ccc(C(C)C)c(OCCOc2ccccc2/C=C2\SC(N)=NC2=O)c1 | 8.0%
CCOc1ccc(NC(=O)C(=O)NC(C)(C)C)cc1 | 0.0%
CC(=O)C1=C(C)NC(SCC(=O)c2ccc(C)c(C)c2)=C(C#N)C1c1ccc(F)cc1 (stereo not drawn) | 25.0%
O=C(CCCN1C(=O)c2cccc3cccc(c23)C1=O)OCC(=O)c1cccc([N+](=O)[O-])c1 | 15.0%
CC(C)NC(=O)C1C(C=C(Cl)Cl)C1(C)C (stereo not drawn) | 20.0%
O=C(CCCN1C(=O)S/C(=C/C=C/c2ccccc2)C1=O)Nc1ccc(C(=O)O)cc1 | 14.0%
COc1ccc(N(CC(=O)Nc2ccc(C(C)C)cc2)S(=O)(=O)c2ccccc2)cc1 | 0.0%
O=C(COc1cc(Cl)c(Cl)cc1Cl)Nc1ccc(Cl)c([N+](=O)[O-])c1 | 20.0%
NNC(=O)CNC(c1ccccc1)c1cc(Br)ccc1NC(=O)c1ccccc1Cl (stereo not drawn) | 9.0%
CCc1cccc(C)c1NC(=O)C1C2CCC(O2)C1C(=O)O (stereo not drawn) | 1.0%
Cc1cccc(C=NN2CCN(C3c4ccccc4-c4ccccc43)CC2)c1 | 6.0%
COc1ccc(C=Nc2ccc(C)c(F)c2)cc1 | 0.0%

Entries shown so far that have a cyano group (2):
SMILES | RNase H inhibition
N#C/C(=C\c1ccc(-c2cccc(C(F)(F)F)c2)o1)c1ccc(Cl)cc1 | 28.0%
CC(=O)C1=C(C)NC(SCC(=O)c2ccc(C)c(C)c2)=C(C#N)C1c1ccc(F)cc1 (stereo not drawn) | 25.0%

Continued:
SMILES | RNase H inhibition
OC(CNc1ccc(Br)cc1)Cn1c2ccc(Cl)cc2c2cc(Cl)ccc21 (stereo not drawn) | 31.0%
O=C1NC(=O)N(c2cccc(F)c2)C(=O)/C1=C/c1ccc(O)c(Cl)c1 | 0.0%
Cc1cccc(N2C(=O)/C(=C/c3ccc([N+](=O)[O-])cc3)SC2=S)c1C | 14.0%
O=C(N/N=C/c1cccc(O)c1O)c1cccc(I)c1 | 19.0%
COc1cc2c(cc1OC)CN(C/C=C/c1ccccc1)CC2 | 8.0%
CC[n+]1c(/C=C/N(C)c2ccccc2)sc2ccc(Cl)cc21 | 3.0%
Cc1cc(C)c(NC(=O)c2ccccc2Br)c(C)c1 | 7.0%
COC(=O)c1cc(NC(=O)COc2ccc(C)cc2)cc(C(=O)OC)c1 | 12.0%
O=C(Nc1ccc(-c2nc3cccnc3o2)cc1)c1cccc(Cl)c1Cl | 23.0%
Cc1cc(Cl)ccc1NC1=CC(=O)CC(c2ccccc2)C1 (stereo not drawn) | 7.0%
COc1cccc(NC(=O)CCCN2C(=O)/C(=C/c3ccccc3Cl)SC2=S)c1 | 29.0%
Cc1ccc(N=Cc2ccc(-c3ccc(Cl)cc3Cl)o2)c(O)c1 | 22.0%
COc1c(Br)cc2c(cc(C)n2C)c1O | 19.0%
O=C(O)C12CC3CC(C(=O)O)(C1)CC(C(=O)O)(C3)C2 | 15.0%
O=C(O)c1ccccc1C(=O)c1ccc(Cl)c(N2C(=O)C3CC=CCC3C2=O)c1 (stereo not drawn) | 0.0%
O=C(Nc1ccc2c(c1)Cc1ccccc1-2)c1cc2ccccc2o1 | 14.0%
CCN1C(=O)/C(=C\c2ccccc2OCc2ccc(Cl)c(Cl)c2)SC1=S | 25.0%
CCOC(=O)C1=C(C)N=c2s/c(=C\c3ccc([N+](=O)[O-])cc3)c(=O)n2C1c1ccc(OC)cc1OC (stereo not drawn) | 0.0%
CCN(CC)c1ccc(/C=N/NC(=O)/C(=C/C=C/c2ccccc2)NC(=O)c2ccccc2)cc1 | 22.0%
COc1ccc(C(N)=O)cc1NC(C)=O | 3.0%
COc1cc(OC)c(OC)cc1C=NCC1(c2ccccc2)CCCC1 | 4.0%
O=C1C(c2ccccc2)=S=C2N=C(c3ccccc3)C=CN12 | 19.0%
Cc1cc(=O)[nH]c(SCCOc2ccc(C)c(C)c2)n1 | 0.0%
COc1ccc(N2C(=O)NC(=O)/C(=C/c3cc(Br)c(OC)c(OC)c3)C2=O)cc1 | 0.0%
Cc1ccccc1OCC(=O)NCc1ccccn1 | 0.0%
More results
SMILES | RNase H inhibition
Cc1ccccc1N(CC(=O)N1CCN(c2ccccc2)CC1)S(=O)(=O)c1ccccc1 | 0.0%
Cc1ccc(C(=O)Nc2cc([N+](=O)[O-])ccc2C)cc1 | 15.0%
O=C(CSc1ncn[nH]1)n1c2ccccc2c2ccccc21 | 5.0%
CCC(C)N=Cc1c(O)n(-c2ccccc2OC)c(=O)[nH]c1=O (stereo not drawn) | 3.0%
COc1ccc(C)cc1N(CC(=O)Nc1ccc(I)cc1)S(C)(=O)=O | 18.0%
CCN(CC)c1ccc(C(=O)NCc2ccccn2)cc1 | 0.0%
O=C(Nc1ccc(Cl)c(Cl)c1)Nc1nnc(CSCc2ccccc2F)s1 | 16.0%
NCCC(=O)N1c2ccccc2Sc2ccc(Cl)cc21 | 9.0%
COc1ccc(C2=C/C(=C/c3ccco3)C(=O)O2)c(OC)c1 | 15.0%
O=C(N/N=C/c1cccc(O)c1O)c1ccc(Br)cc1 | 9.0%
c1ccc(OCCN2CCN(c3ncnc4c3cnn4-c3ccccc3)CC2)cc1 | 9.0%
Cc1ccc(-c2csc(/C(C#N)=C\c3cccc(F)c3)n2)cc1 | 14.0%
O=[N+]([O-])c1ccc(Cl)c(C=Nc2ccc(O)cc2)c1 | 45.0%
CC(C)c1ccc(C2CC(c3ccc(Br)cc3)=NN2c2ccccc2)cc1 (stereo not drawn) | 15.0%
CCOC(=O)C1=C(C)N(c2ccccc2)C(=O)C1CC(=O)Nc1ccc(C)cc1C (stereo not drawn) | 9.0%
COc1ccc(/C=N/NC(=O)C(=O)Nc2ccccc2)c(OC)c1 | 6.0%
COc1ccc([N+](=O)[O-])cc1-c1ccc(/C=N/NC(=O)Cn2nnnc2N)o1 | 3.0%
NC(=O)c1ccccc1NC(=O)N1CCOCC1 | 7.0%
Cc1ccc(SCC(=O)N/N=C/c2ccco2)cc1 | 1.0%
COC(=O)C1=C(C)NC(=O)NC1c1sccc1C (stereo not drawn) | 9.0%
COc1cccc(OCCCCOc2ccc(C)c(C)c2)c1 | 10.0%
S=c1[nH]nc(-c2ccccc2)n1/N=C/c1ccc(OC2CCCC2)cc1 | 18.0%
COC(=O)COc1c(Cl)cc(/C=C(/C#N)C(=O)Nc2cccc(Br)c2)cc1Cl | 5.0%
O=C(Nc1cc(C(F)(F)F)ccc1Cl)c1cccs1 | 9.0%
Cc1cccc(-c2nc3cc(NC(=O)Cc4ccc(Cl)cc4)ccc3o2)c1 | 53.0%*
Other records
SMILES | RNase H inhibition
Cc1c(C(=O)OC(C)C)sc(NC(=O)/C=C/c2ccc3c(c2)OCO3)c1C(N)=O | 8.0%
Cc1ccc(S(=O)(=O)N/N=C/c2c(Cl)cccc2Cl)cc1[N+](=O)[O-] | 0.0%
CCCOc1ccc(C(=O)Nc2ccc(-c3nc4cc(C)c(C)cc4o3)c(O)c2)cc1 | 15.0%
CC1=C(C(=O)OCCOc2ccccc2)C(c2ccccc2[N+](=O)[O-])NC(=O)N1C (stereo not drawn) | 3.0%
COc1cc(NC(=O)/C=C/c2ccco2)ccc1NC(=O)c1ccco1 | 22.0%
CCOC(=O)C1=C(C(=O)OCC)SC(=C2C(=S)C(C)(C)N(C(=O)C(C)C)c3c(C)cccc32)S1 | 0.0%
N/C(=N\OC(=O)C(c1ccccc1)c1ccccc1)c1ccccn1 | 9.0%
COc1cc2ccccc2cc1C(=O)Nc1ccc(-c2nc3ccc(C)cc3o2)cc1 | 18.0%
O=C(CCN1C(=O)/C(=C/c2ccccc2Cl)SC1=S)Nc1cccc(Br)c1 | 14.0%
O=C(NCCC12CC3CC(CC(C3)C1)C2)Nc1ccccc1 | 0.0%
CCc1ccc(NC(=S)NC(=O)c2ccc(OC(C)C)cc2)cc1 | 14.0%
Clc1ccc(/C=N/N2CCN(Cc3cccc4ccccc34)CC2)c(Cl)c1 | 21.0%
CCN(CC)c1ccc(C2Nc3ccc4ccccc4c3C3=C2C(=O)CCC3)cc1 (stereo not drawn) | 9.0%
CCOC(=O)C1=C(C)N(c2ccccc2)C(C)=C(C(=O)OCC)C1c1ccc([N+](=O)[O-])cc1 | 12.0%
COc1ccc(/C=C2\SC(N3CCCCCC3)=NC2=O)cc1OC | 11.0%
O=S(=O)(Nc1ccccc1CO)c1ccc2ccccc2c1 | 1.0%
O=C(CCc1ccccc1)Nc1cc(Cl)ccc1C(=O)O | 9.0%
CCOC(=O)C(=O)N(O)C(C[N+](=O)[O-])c1ccccc1 (stereo not drawn) | 23.0%
CCOc1ccc(NC(=O)c2cnn(-c3ccccc3)c2NC(=O)c2ccccc2F)cc1 | 8.0%
Cc1ccc(-c2csc(NC(=O)c3ccc(Cl)cc3)n2)cc1 | 4.0%
CCOc1cccc(OCCCCOc2ccc([N+](=O)[O-])cc2)c1 | 14.0%
Cn1c(-c2ccccn2)[n+](C)c2ccccc21 | 0.0%
Cc1cccc(N2CCN(C(=O)c3c(-c4ccccc4Cl)noc3C)CC2)c1C | 9.0%
CN1CCc2c(sc3nc(=S)[nH]c(N)c23)C1 | 19.0%&17.0%
Cc1nn(S(=O)(=O)c2ccccc2[N+](=O)[O-])c(C)c1Sc1ccc([N+](=O)[O-])cc1 | 27.0%

A second format for some results above:
Compound,RNase H inhibition
O=C(N/N=C/c1cccc(Cl)c1Cl)c1cccc(I)c1,11.0%
OCC(CO)C(c1ccccc1)c1ccccc1,19.0%
CCC(C)N=Cc1c(O)n(-c2ccccc2OC)c(=O)[nH]c1=O (stereo not drawn),3.0%

Pulled by compound from above (4):
SMILES | RNase H inhibition
CCOc1ccc(NC(=O)c2cnn(-c3ccccc3)c2NC(=O)c2ccccc2F)cc1 | 8.0%
CCOC(=O)C1=C(C(=O)OCC)SC(=C2C(=S)C(C)(C)N(C(=O)C(C)C)c3c(C)cccc32)S1 | 0.0%
Cc1cccc(N2CCN(C(=O)c3c(-c4ccccc4Cl)noc3C)CC2)c1C | 9.0%
Cc1ccc(-c2csc(NC(=O)c3ccc(Cl)cc3)n2)cc1 | 4.0%

Back to the main list, repeating the 2 entries before the break.
SMILES | RNase H inhibition
CN1CCc2c(sc3nc(=S)[nH]c(N)c23)C1 | 19.0%&17.0%
Cc1nn(S(=O)(=O)c2ccccc2[N+](=O)[O-])c(C)c1Sc1ccc([N+](=O)[O-])cc1 | 27.0%
Cc1cc(Cl)cc(C)c1OCCN1CCCC1 | 6.0%
CCCC(=O)C1=C(O)C(C(=O)OC)C(C)(C)CC1=Nc1ccccc1 (stereo not drawn) | 15.0%
CCN(CC)CCCNC(=O)c1ccc(C(=O)NCCCN(CC)CC)cc1 | 6.0%
CCOC(=O)c1ccc(NC(=O)c2cc(OC)cc(OC)c2)cc1 | 4.0%
O=C(Nc1ccc(F)cc1F)c1cnn2c1NC(c1cccs1)CC2C(F)(F)F (stereo not drawn) | 5.0%
COC(=O)c1ccccc1NC(=O)c1oc2ccc(C)cc2c1C | 8.0%
COc1ccccc1N1C(=O)CC(N2CCN(Cc3ccc4c(c3)OCO4)CC2)C1=O (stereo not drawn) | 13.0%
COc1ccc(C(=O)NC(N2CCCCC2)C(Cl)(Cl)Cl)cc1OC (stereo not drawn) | 4.0%
Cc1ccc(-n2c(C)cc(/C=C3\SC(=O)NC3=O)c2C)cc1C | 23.0%
Cc1ccccc1CC1S/C(=N\N=C\c2ccco2)NC1=O (stereo not drawn) | 0.0%
COc1ccc(/C(O)=C2\C(=O)C(=O)N(CCc3ccccc3)C2c2ccc(C)cc2)cc1 (stereo not drawn) | 2.0%
O=C(Nc1c(-c2ccccc2)nc2ccccn12)c1ccco1 | 0.0%
O=C(O)c1ccccc1SC1CC(=O)N(c2cccc(Cl)c2)C1=O (stereo not drawn) | 0.0%
CN(C)CCNC(=S)Nc1ccccc1 | 0.0%
CCCCOc1cc2oc(=O)cc(C)c2cc1OCCCC | 7.0%
CCCCNC(=O)/C(=C/c1ccc(C)o1)NC(=O)c1ccccc1 | 7.0%
COC(=O)c1ccc(C(=O)OC)c(NS(=O)(=O)c2cc(Cl)ccc2Cl)c1 | 26.0%
COc1ccc2ccccc2c1/C=N/NC(=O)c1cccc(I)c1 | 26.0%
CC(=O)Nc1nc(C)c(-c2csc(Nc3ccc(C(=O)O)cc3)n2)s1 | 7.0%
CN(C)CCC(=O)c1cccs1 | 15.0%
Cc1cc(C)c(NC(=O)c2cccc(N3C(=O)c4ccc(C(=O)Nc5c(C)cc(C)cc5C)cc4C3=O)c2)c(C)c1 | 21.0%
COc1ccc(/C(C)=N/NC(=O)c2cc(C34CC5CC(CC(C5)C3)C4)[nH]n2)cc1 | 14.0%
COc1ccc(C2CC(C)(c3ccc(OC)cc3)Nc3ccccc3N2)cc1 (stereo not drawn) | 10.0%
CC(C)(C)c1ccc(OC(=O)c2ccc(Br)c([N+](=O)[O-])c2)cc1 | 10.0%
O=S(=O)(c1ccc(Cl)cc1)N1CCN(Cc2ccccc2C(F)(F)F)CC1 | 3.0%
Cn1cnnc1SCC(=O)NC(c1ccccc1)c1ccccc1 | 0.0%
N#CC(C(=O)Nc1ccccc1)=C1CCCCC1 | 3.0%
CCC12C(=O)C(C)(C(c3ccccc3)=C1c1ccccc1)C1C(=O)N(c3ccc(OC)cc3[N+](=O)[O-])C(=O)C12 (stereo not drawn) | 17.0%

The list is partial. The share of hits here may be higher or lower than overall.
